Bioassay records from PubChem BioAssay.
Bcl-B TR3 displacers: displacers of TR3 peptide from Bcl-B, primary screen, selectivity assay for Bfl-1 inhibitor project, biochemical, fluorescence polarization; FP displacement of FITC-TR3 peptide from Bcl-B; higher % means a stronger effect; one-dose displacement, % at 20 µM; IC50 in µM for titrated hits; actives 0.11% (n = 96,000); AID 748;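 active = displacement above 50% at 20 µM plus a fluorescence interference ratio under 1.5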;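 note: plate controls were wells without compound for no effect and wells lacking Bcl-B protein for full effect; a part of the inactive calls stands beside numbers as strong as those of hits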
NFkB transloc pot: enhances IL-1B driven NFkB nuclear translocation | HUVEC IL-1B NFkB p65 nuclear translocation imaging | activation, % at 2 µM | actives 0.3% (n = 94,000) | AID 819;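 active = activation above 40%, about the mean plus 3 SD, also judged a hit on visual image review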;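 note: percent activation is computed from the nuclear over cytoplasmic p65 intensity ratio; values of inactives mirror those of a sister screen read the other way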
MRP resist rev: compounds reversing MRP-mediated drug resistance; actives 0.04% (n = 85,000); H69AR cells + 2 uM doxorubicin, CellTiter-Glo, 72 h; differential viability (reversal), % at 10 µM;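 active = viability drop by adding the cancer drug above about 55%, with treated viability meeting a 40% cutoff, limit read from the data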;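 note: viability without doxorubicin minus viability with 2 µM doxorubicin for each compound; larger differential means the compound sensitizes cells more to doxorubicin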
PLAP inhibitors HTS: PLAP enzyme inhibitors, biochemical, luminescence, HTS (AID 690); inhibition, % at 20 µM; hits with a dose series show IC50 in µM; actives 0.08% (n = 96,000); purified PLAP, luminescent substrate; higher % means a stronger effect; in the data active = a potency from the dose series; inactive = the rest, 99 in 100 with inhibition below about 30%; note: strong numbers were not always called active
NFkB transloc inh: blocks IL-1B driven NFkB nuclear translocation in HUVEC cells; inhibition, % at 2 µM; HUVEC IL-1B NFkB p65 nuclear translocation imaging; actives 0.43% (n = 94,000); AID 796;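 active = inhibition above about 30% together with a positive call from visual inspection of the well image, limit read from the data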;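 note: nuclear over cytoplasmic p65 intensity ratio measured by imaging; 0% = IL-1B stimulated DMSO wells and 100% = unstimulated DMSO wells; values of inactives mirror those of a sister screen read the other way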
MRP resist rev cytotoxicity: recorded beside MRP resist rev, whose call it bears; viability, %; H69AR cells, CellTiter-Glo, 72 h; measured here: cytotoxicity without doxorubicin
MRP resist rev with doxorubicin: further read-out of MRP resist rev, marked with its call; viability, %; measured here: viability with 2 uM doxorubicin; hits give low values
NFkB transloc inh cell count 2 µM: also measured in NFkB transloc inh; calls as there; cell count; measured here: cells passing quality filter;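 raw number of nuclei counted in each imaged well without normalization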
NFkB transloc pot cell count 2 µM: further read-out of NFkB transloc pot, marked with its call; cell count; measured here: cells passing quality filter
* hit, by the source's call; . = no result given. The list is partial. The share of hits here may be higher or lower than overall.

SMILES,Bcl-B TR3 displacers,NFkB transloc pot,NFkB transloc pot cell count 2 µM,MRP resist rev,MRP resist rev cytotoxicity,MRP resist rev with doxorubicin,PLAP inhibitors HTS,NFkB transloc inh,NFkB transloc inh cell count 2 µM
CCC(Oc1ccccc1)C(=O)Nc1nnc(C)s1 (configuration not stated),-7%,2,143,10,113,103,-10%,-2,143
CC(C)(C)c1cc(=O)n2c(C#N)c(C#N)nc2[nH]1,-3%,6,110,-16,100,116,8%,-6,110
Oc1ccc(-c2cn3c(n2)SCC3)cc1,-4%,.,.,19,91,73,13%,.,.
COc1ccccc1N1CCN(C(=O)c2c(-c3ccccc3)noc2C)CC1,-9%,-10,158,.,.,.,-34%,10,158
COc1ccc(S(=O)(=O)NCCc2ccccc2)cc1,4%,1,69,11,96,86,27%,-1,69
CN1CCN(C(=S)c2ccc(N(C)C)cc2)CC1,0%,8,157,-2,90,92,-6%,-8,157
O=C(CSc1ncccn1)NC(=O)NCc1ccccc1,-6%,11,155,6,98,91,10%,-11,155
CC1(C)Cc2nc3sc4c(N(CCO)CCO)ncnc4c3cc2CO1,13%,-5,154,.,.,.,-62%,5,154
Cc1ccc(CNC(=O)Cc2ccc(-c3ccccc3)cc2)cc1,1%,1,205,.,.,.,3%,-1,205
Cn1c(=O)c2c(SCC(=O)c3ccccc3)nc(C3CC3)nc2n(C)c1=O,-8%,.,.,-12,52,64,8%,.,.
CCCc1nnc(SCC(=O)N2C(C)CCCC2C)n1CCCOC (configuration not stated),-4%,8,148,6,94,89,-15%,-8,148
O=C(Nc1ccccc1C(=O)NC(Cc1c[nH]c2ccccc12)C(=O)O)c1ccco1 (configuration not stated),3%,13,199,-17,81,98,-51%,-13,199
CCn1c(NCc2ccc3c(c2)OCO3)nc2ccccc21,-1%,-1,171,0,90,90,-5%,1,171
COc1nc2ccc(C)cc2cc1-c1noc(-c2cccnc2)n1,-4%,17,124,13,93,80,3%,-17,124
O=C(N/N=C/C=C/c1ccccc1)c1cnccn1,13%,-7,181,-4,89,93,-92%,7,181
COC(=O)C1CCN(C(=O)c2ccc(Cl)c(S(=O)(=O)NCc3cccnc3)c2)CC1,-4%,.,.,-10,94,104,-14%,.,.
CC(C)C(C(=O)Nc1ccc2c(c1)OCO2)N1C(=O)c2ccccc2C1=O (configuration not stated),-2%,7,155,-3,96,99,-10%,-7,155
Cc1ccc(NC(=O)C2CCN(S(C)(=O)=O)CC2)cc1,-12%,11,145,16,104,88,-7%,-11,145
Cc1c(NC(=O)C2CCCN2S(=O)(=O)c2ccccc2)c(=O)n(-c2ccccc2)n1C (configuration not stated),1%,11,154,0,87,86,-20%,-11,154
COC(=O)c1ccc(C)c(NC(=O)CCSc2ccccc2)c1,1%,-3,112,.,.,.,-33%,3,112
CC(=O)N1CCc2cc(S(=O)(=O)CCC(=O)Nc3c(C)n(C)n(-c4ccccc4)c3=O)ccc21,-1%,5,176,17,115,98,8%,-4,176
Cc1ccc2nc3ccc(N4CCCCCCC4)nn3c(=O)c2c1,13%,3,121,.,.,.,4%,-3,121
CCCCc1c(O)nc(SCCN(C)C)n(-c2ccccc2)c1=O,1%,3,133,.,.,.,-12%,-3,133
CC(C)(C)c1nnc(NC(=O)c2cc(-c3ccccc3)nc3ccccc23)s1,0%,-2,139,.,.,.,-27%,2,139

The list goes on; the last four above are carried over.
SMILES,Bcl-B TR3 displacers,NFkB transloc pot,NFkB transloc pot cell count 2 µM,MRP resist rev,MRP resist rev cytotoxicity,MRP resist rev with doxorubicin,PLAP inhibitors HTS,NFkB transloc inh,NFkB transloc inh cell count 2 µM
CC(=O)N1CCc2cc(S(=O)(=O)CCC(=O)Nc3c(C)n(C)n(-c4ccccc4)c3=O)ccc21,-1%,5,176,17,115,98,8%,-4,176
Cc1ccc2nc3ccc(N4CCCCCCC4)nn3c(=O)c2c1,13%,3,121,.,.,.,4%,-3,121
CCCCc1c(O)nc(SCCN(C)C)n(-c2ccccc2)c1=O,1%,3,133,.,.,.,-12%,-3,133
CC(C)(C)c1nnc(NC(=O)c2cc(-c3ccccc3)nc3ccccc23)s1,0%,-2,139,.,.,.,-27%,2,139
COc1ccccc1S(=O)(=O)Cc1ccc(C(=O)NCc2cccs2)o1,-2%,1,192,35,106,71,1%,-1,192
CN1CCCC(OC(=O)CCCC(=O)OC2CCCN(C)C2)C1 (configuration not stated),-8%,33,132,2,96,94,-58%,-33,132
COc1ccc(-n2c(C)nc3c(cnn3-c3ccccc3)c2=O)cc1,-6%,.,.,-59,20,79,-6%,.,.
COc1ccc(Nc2nc3c(c(=O)n(C)c(=O)n3C)n2CCO)cc1,13%,.,.,-7,83,90,11%,.,.
Cn1c(SCC(=O)c2ccccc2F)nnc1C1CC1,3%,10,174,3,88,85,1%,-10,174
CC(=NC1CCN(Cc2ccccc2)CC1)c1c(O)[nH]c(=O)[nH]c1=O,-8%,8,152,11,89,78,4%,-8,152
CCN(CC)C(=O)/C(=C\c1ccc(Br)cc1)NC(=O)c1ccccc1OC,-9%,-4,161,.,.,.,-9%,4,161
CC(C)(C)CC(=O)NC(=S)Nc1ccccc1C(F)(F)F,11%,-5,143,.,.,.,16%,-7,126
Oc1ccc(C2N=C(c3ccccc3)NC(c3ccccc3)=N2)cc1,7%,-14,217,15,94,79,15%,14,217
CCN(CC)CCCN1C(=O)C(=O)/C(=C(/O)c2ccc(Cl)cc2)C1c1ccccn1 (configuration not stated),-3%,.,.,1,105,104,8%,.,.
O=C(NC1CCCCC1)C(c1ccccc1)N(C(=O)c1cccs1)c1ccc2c(c1)OCO2 (configuration not stated),-4%,2,175,.,.,.,8%,-2,175
CCCOc1ccc(C2NC(=O)NC(c3ccccc3)=C2C(C)=O)cc1OCC (configuration not stated),1%,-4,141,0,65,65,6%,4,141
CCC(=O)NCc1cc(-c2nn(C)c(=O)c3ccccc23)ccc1C,4%,-9,148,-21,67,88,3%,9,148
Cc1nn(-c2ncc(C(F)(F)F)cc2Cl)c(=O)n1-c1cccc(Cl)c1,5%,-8,104,2,88,86,-2%,8,104
Cc1cc(OC(=O)N2CCOCC2)cc(C)c1Cl,-2%,-14,50,13,92,79,3%,14,50
C=CCN(C(=O)CSc1nc2[nH]ncc2c(=O)n1-c1ccccc1OC)c1ccccc1,-11%,-17,149,4,91,87,.,17,149
Cc1cccc(NC(=O)C2C(c3ccccc3)C2(Cl)Cl)c1C (configuration not stated),-8%,6,148,.,.,.,12%,-6,148
O=C1c2ccccc2-c2c1cccc2C(=O)N(CCO)CCO,-6%,.,.,8,90,81,-1%,.,.
CC(CN1CCOCC1)OC(=O)c1ccc(Br)cc1 (configuration not stated),2%,12,145,-9,1,10,-20%,-12,145
N#Cc1nc(N)nc(N(c2ccccc2)c2ccccc2)n1,2%,22,113,.,.,.,4%,-22,113
CCC(C)n1c(S(=O)(=O)O)nc2ccccc21 (configuration not stated),14%,8,161,1,93,92,-17%,-8,161
c1ccc(Cn2c(-c3ccco3)nc3nc4ccccc4nc32)cc1,-11%,2,125,-3,70,72,12%,-2,125
Cc1ccc(S(=O)(=O)N2CCN(c3nc(C(C)C)c4c(c3C#N)CC(C)(C)OC4)CC2)cc1,-288%,16,143,-2,94,96,-77%,-16,143
CS(=O)(=O)N(CC(=O)N1CCCCC1)c1ccc2c(c1)OCO2,-2%,4,121,-20,80,101,-14%,-4,121
Cc1nnc(C)c2c(C)n(C(C)c3ccccc3)c(C)c12 (configuration not stated),-21%,8,180,4,71,67,-48%,-8,180
Cc1ccc(S(=O)(=O)N2CCN(C(=O)C3CCCCC3)CC2)cc1,1%,.,.,5,92,87,6%,.,.
Cc1ccc(C(=O)c2ccc(O)cc2)cc1C,5%,.,.,.,.,.,1%,.,.
CC(C)(C)C1CCc2c(sc(NC(=O)c3cc(C4CC4)on3)c2C#N)C1 (configuration not stated),25%,3,60,-8,72,80,-40%,-2,60
Cn1c(CC(=O)Nc2ccccc2)nnc1SCCOc1ccccc1,0%,20,175,10,97,87,15%,-20,175
CCOC(=O)C1CCCN(Cc2ccccc2OCC)C1 (configuration not stated),-4%,-9,134,0,89,90,-47%,9,134
CCS(=O)(=O)N1CCC(C(=O)NCCCN2CCCCCC2)CC1,-7%,-11,107,-7,95,102,16%,12,107
COc1cc(C#CC#CCN2CCCCC2)ccc1O,-1%,-6,199,-3,4,6,-38%,6,199
CN1OC(CC(=O)O)N(c2ccc(Cl)cc2)C1=O (configuration not stated),-3%,21,185,1,88,87,-2%,-21,185
Cc1ccc2c3c1C(=O)C(=O)N3C(C)(C)CC2C (configuration not stated),-6%,7,153,.,.,.,7%,-7,153
CCOC(=O)NCc1ccc(S(=O)(=O)Nc2c(C)cccc2C)cc1,-3%,6,179,16,100,84,9%,-6,179
COc1ccccc1NC(=O)N(Cc1ccco1)Cc1cc2ccc(C)c(C)c2[nH]c1=O,1%,25,152,-43,17,60,-59%,-26,152
COc1ccc(C(C(=O)OCCN(C)C)c2ccccc2)cc1 (configuration not stated),12%,13,178,.,.,.,-12%,-13,178
Cc1cccnc1N(C(=O)Nc1ccccc1)C1=NCC(C)(C)S1,1%,-3,128,-18,84,102,20%,3,128
CC1=C(C(=O)OCc2ccccc2)C(c2ccoc2)C(C#N)=C(N)O1 (configuration not stated),-3%,11,145,0,82,81,-29%,-11,145
O=C(Oc1ccc(OC(=O)N2CCOCC2)cc1)c1ccccc1,-4%,14,150,-5,110,115,-9%,-14,150
Cn1cc(Br)cc2nc(C(F)(F)F)nc1-2,-3%,20,134,-3,97,100,14%,-20,134
Cn1c(SCC(=O)Nc2ccccc2F)nnc1-c1ccc(S(=O)(=O)N2CCOCC2)cc1,-5%,-4,161,9,101,92,-30%,4,161
O=C(c1ccc(CS(=O)(=O)c2cccc(C(F)(F)F)c2)o1)N1CCN(c2ccccn2)CC1,-1%,24,203,-2,79,81,-12%,-24,203
CCn1c(CNc2ccc(F)cc2)nnc1SCC(=O)Nc1ccccc1OC,.,11,114,-5,94,99,.,-11,114
